EWS-Fli block – EWS/Fli transcriptional activity inhibition. A673 NR0B1-luciferase reporter, viability-normalised. inhibition, % at 12.6 µM. hit rate 0.67% among 350,000. AID 651661;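 active = mean inhibition of at least 50% after viability correction, with every replicate also passing that limit; inconclusive = mean reaches 50% but only one of two replicates passes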;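 also: firefly luciferase signal divided by Alamar Blue viability fluorescence both relative to DMSO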
Xi reactivation – reactivates the inactive X chromosome in mouse fibroblasts. XiGFP mouse fibroblasts, % GFP-positive cells imaging, 3 d; cells co-treated with 5-aza-dC sensitizer; scaled so ellipticine positive control = 100%. activation, % at 7.58 µM. hit rate 0.055% among 360,000;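 active = mean normalized replicate activation at least 10% and every replicate at or above 10%; inconclusive = only one of the two criteria met; inactive = mean below 10% and not all replicates reach 10%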;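 also: 0% = median of on-plate neutral control wells and 100% = ellipticine 6 µM median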
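assay system = SV40-immortalized XiGFP fibroblast cells, line 68-5-11 | buffer or medium = DMEM plus 5-aza-dC sensitizer | doses = single-point pinned compound dosing | times = 3-day compound exposure, then 15 min fixation at room temperature | benchmarks = positive control ellipticine, 6 µM final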
ERp5 inh – ERp5 (human) disulfide isomerase inhibition. inhibition, % at 9.99 µM. hit rate 0.05% among 350,000. ERp5 insulin aggregation, absorbance 650 nm, 90 min;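 active = mean replicate inhibition above about 25%, with every replicate also reaching it, limit read from the data, passing the limit was not always enough; inconclusive = only one of those two criteria met; inactive = neither criterion met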
Target sequence (Q15084 whole entry, looked up): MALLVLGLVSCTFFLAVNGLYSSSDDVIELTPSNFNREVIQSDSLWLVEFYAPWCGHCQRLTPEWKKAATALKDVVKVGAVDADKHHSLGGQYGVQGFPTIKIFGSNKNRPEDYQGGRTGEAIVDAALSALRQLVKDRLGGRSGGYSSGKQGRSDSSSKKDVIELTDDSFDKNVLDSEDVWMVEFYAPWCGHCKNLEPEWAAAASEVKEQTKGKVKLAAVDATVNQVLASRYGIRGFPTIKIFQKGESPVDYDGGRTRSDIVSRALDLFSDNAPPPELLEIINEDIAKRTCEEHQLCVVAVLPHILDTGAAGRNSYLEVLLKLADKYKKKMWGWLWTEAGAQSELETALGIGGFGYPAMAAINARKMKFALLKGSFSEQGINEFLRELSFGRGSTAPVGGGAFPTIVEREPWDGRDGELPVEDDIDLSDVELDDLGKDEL
DENV2 CPE rescue – protects cells from dengue virus 2 cytopathic effect. hit rate 1.7% among 350,000. DENV2-infected cells, cytopathic effect rescue, plate reader. CPE inhibition, % at 9.99 µM; in the data active = CPE inhibition above about 20%, passing the limit was not always enough; inconclusive = no clear call, values can overlap the other calls; tested in BHK-21 cells;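 also: 0% = median of neutral control wells and 100% = median of positive control wells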
PAX8 inh HTS – inhibitors of PAX8 transcriptional activity in RMG-I cells; RMG-I TPO-luciferase reporter, SteadyGlo, 24 h; inhibition, % at 12.6 µM; hit rate 1.2% among 360,000; AID 652154;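 active = mean replicate inhibition at least 60% with every replicate also reaching 60%; inconclusive = only one of the two criteria is met; inactive = mean below 60% and not all replicates reaching 60%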;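 also: luciferase light reporting Pax8 driven TPO promoter activity; plate controls were median of neutral control wells for no effect and mitoxantrone controls for full effect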
ARNT TACC3 PPI – ARNT/TACC3 interaction disruption; inhibition, % at 9.99 µM; Q9Y6A5; hit rate 0.66% among 390,000; AlphaScreen His-ARNT PAS-B/GST-TACC3 binding, luminescence; TACC3 fragment carries E629A point mutation;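 active = mean inhibition of replicates at least 50% and at least half of replicates each reaching 50%; inconclusive = half or more replicates reach 50% but mean below 50%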;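 also: 0% = complete ARNT plus TACC3 wells and 100% = ARNT alone without TACC3; many hits fall short of the cut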
CFTR F508del cor – correctors of CFTR F508del function in bronchial epithelial cells; CFBE cells, YFP halide quenching; stimulated with forskolin plus potentiator P3; % fluorescence drop versus neutral controls; activity (quench increase), % at 7.58 µM; hit rate 0.36% among 350,000; AID 720511;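 active = mean added fluorescence quench of at least 8% versus neutral control, with both replicates also reaching 8%; inconclusive = only one of the mean or replicate conditions met; inactive = mean below 8% and not both replicates reaching 8%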;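 also: cells transiently co-express mutant CFTR-F508del with the halide-sensitive YFP; corrector assay measuring rescue of mutant channel to the surface after 24 h compound exposure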
GSIS activator – primary screen for activators of insulin secretion dependent on glucose, INS-1E cells, GLuc reporter luminescence; activation, % at 16.6 µM; INS-1E GLuc reporter insulin secretion, 2-3 h; AID 743287; hit rate 0.61% among 370,000;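 active = lowest replicate activation of at least 40%, so every replicate reaches that level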;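 also: 0% = median of neutral control wells and 100% = median of IBMX positive control wells; some compounds called inactive have numbers as strong as hits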
Starred values were filed as active, the others as inactive; ? = inconclusive; / = not tested or not shown.

SMILES	EWS-Fli block	Xi reactivation	ERp5 inh	DENV2 CPE rescue	PAX8 inh HTS	ARNT TACC3 PPI	CFTR F508del cor	GSIS activator
O=C(Oc1ccc(Cl)cc1)c1ccc(N2CCOCC2)c([N+](=O)[O-])c1	1	0.0	0	-5	-9	1	4.8	4
O=C1CSC(c2cccc([N+](=O)[O-])c2)N1c1ccc(O)cc1 (configuration not stated)	2	0.0	6	1	-9	8	0.0	0
CN1CCCC1CCNc1ccc2oc3ccccc3c(=O)c2c1 (configuration not stated)	-12	0.0	-1	3	-31	/	-0.8	/
COc1cc(C#Cc2c(-c3cncn3C)n(C)c3ccc(-c4ccc(OC)c(OC)c4)cc23)cc(OC)c1	16	0.0	/	/	36	-3	0.1	17
CCC(=O)Nc1ccc2c(c1)C(=O)N(C)[C@H]1CC[C@@H](CC(=O)NCCc3ccncc3)O[C@H]1CO2	-1	0.2	0	-2	-13	-1	-1.6	7
O=C(NC1CCCCC1)c1cc(C2CC2)nn1-c1ccccc1	15	-0.7	7	0	-5	/	22*	-27
Cc1ccc(NC(=O)COc2ccc(C(=O)c3ccccc3)cc2)c(O)c1	/	-0.1	7	-8	10	-4	-1.0	7
COCC#Cc1ccc([C@H]2[C@@H](CO)N3C(=O)CN(C(=O)CN4CCOCC4)C[C@@H]23)cc1	-8	0.0	17	-6	/	/	-2.4	2
CCCCc1nnc(NC(=O)CSc2nc(N)cc(=O)[nH]2)s1	9	0.1	5	10	17	-5	0.8	-8
CCN1C(=O)c2cccc3c(NC(=O)c4ccc(OC)c(OC)c4)ccc1c23	10	-0.1	1	-7	-19	12	-0.2	/
O=C(NCCCN1CCCC1=O)c1ccc(Cl)c(Cl)c1	-8	-0.1	-1	18	1	2	-0.2	3
COc1ccc2nc(NC(=O)CCc3ccc(OC)c(OC)c3)sc2c1	5	0.0	3	2	-7	2	-1.5	1
CCCCC(O)(CCCC)C(=O)NN(C(=O)OC)c1ccc(C)cc1	3	0.1	-4	-2	12	0	-0.6	/
CCCNC(=O)C[C@H]1CC[C@H]2[C@@H](COC[C@H](O)CN2C(=O)C2CCOCC2)O1	3	0.0	1	-4	-7	9	0.4	-5
COc1ccc(C(=O)Nc2ccc3oc(-c4cccnc4)nc3c2)cc1OC	-2	-0.1	-1	-3	14	-2	-1.6	7
COCC(=O)N1CC2(C1)[C@H](c1ccccc1)[C@@H](CO)N2C(=O)NC1CCCC1	1	0.1	0	10	-22	/	-3.6	2
C[C@@H]1CCCCO[C@H](CN(C)C(=O)Nc2cccc3ccccc23)[C@@H](C)CN([C@H](C)CO)C(=O)c2cc(NC(=O)CCC(F)(F)F)ccc2O1	-3	0.0	/	8	-2	-7	0.5	8
CCCC(=O)Nc1ccc2c(c1)OC[C@@H](C)N(C(=O)CC1CC1)C[C@@H](C)[C@@H](OC)CN(C)C2=O	0	0.1	2	7	-7	-1	-0.5	2
COc1cccc(C#Cc2ccc([C@@H]3[C@@H](C#N)N(C(=O)C4CC4)[C@H]3CO)cc2)c1	1	0.0	1	26*	-22	20	-2.8	6
COc1ccccc1NC(=O)N1CCCCN2[C@@H](CO)[C@@H](c3ccc(C#Cc4ccccc4)cc3)[C@@H]2C1	/	-0.1	1	4	109*	9	-3.9	-23
CC1CCN(c2ccccc2NC(=O)c2cc3ccccc3o2)CC1	9	0.3	6	5	30	-5	0.5	4
O=CC(=O)c1ccccc1	3	/	-1	-6	/	/	-0.1	-15
O=C(O)/C=C/c1ccc(O)c(O)c1	-6	-0.1	6	-9	7	-4	-1.3	/
COc1ccc(NC(=O)NC2CCCCCCC2)cc1	-113	0.0	-14	-1	-237	-43	-1.3	11
Cc1ccc(CSCC(=O)Nc2ccc(N3CCOCC3)cc2N2CCOCC2)cc1	-5	-0.1	-3	2	/	-7	-0.3	-4
Cc1ccc(-n2c(SCc3nc4ccccc4[nH]3)nnc2-c2ccncc2)cc1	4	0.0	4	-1	8	-3	1.4	22
O=C(CCN1C(=O)/C(=C\c2ccccc2)SC1=S)NNC(=O)c1ccncc1	6	0.1	0	0	9	/	-0.1	10
Cc1ccccc1C(=O)Nc1cccc(-c2ccc3nncn3n2)c1	7	0.2	-3	6	4	25	-2.2	7
O=C(c1ccccn1)N1CC[C@@H]2[C@H](CO)Nc3ccc(-c4ccccc4F)cc3[C@@H]21	-47	0.1	4	9	-23	-5	2.0	-6
O=C(NCCNC(=O)c1ccco1)c1ccc(Cl)c(Cl)c1	-2	0.4	1	2	8	-7	-1.6	3
C/C(Cn1nnc2ccccc21)=N\NC(=O)c1ccc(Br)cc1	5	0.0	-2	-7	-2	9	5.8	-8
CCOC(=O)C1=C(c2ccccc2)NC(=O)NC1c1cc(Br)c(O)c(OC)c1 (configuration not stated)	5	0.3	-13	-2	6	/	-1.8	1
COc1ccc(OC)c(Nc2nc(-c3ccncc3)nc3ccccc23)c1	40	0.0	6	1	15	-34	1.1	17
Cc1ccc2c(COC(=O)CNC(=O)c3ccccc3)cc(=O)oc2c1	-18	-0.1	8	118*	-25	-9	1.6	/
C[C@@H](NC(=O)C[C@@H]1C=C[C@H](NC(=O)Cc2ccccn2)[C@@H](CO)O1)c1ccccc1	/	0.1	8	5	/	0	1.5	9
COc1ccc(-c2ccc([C@H]3[C@H]4CN(C(=O)C5CCOCC5)CC(=O)N4[C@H]3CO)cc2)cc1	-8	0.1	4	1	-27	/	0.2	-3
C[C@H]1CCCCO[C@H](CN(C)Cc2ccncc2)[C@@H](C)CN([C@@H](C)CO)C(=O)c2cc(NC(=O)Cc3ccccc3)ccc2O1	3	0.1	0	?	18	16	-2.2	-1
COc1ccc(CNC(=O)N(C)C[C@H]2OCc3ccccc3-c3ccccc3C(=O)N([C@H](C)CO)C[C@H]2C)cc1	1	-0.7	/	/	9	/	-1.9	12
C[C@@H]1CN([C@H](C)CO)S(=O)(=O)c2ccc(-c3cccc(C(=O)N(C)C)c3)cc2O[C@H]1CN(C)C	1	0.7	11	-1	-6	10	0.5	9
CNC[C@H]1OCCCC[C@@H](C)Oc2ccc(NS(=O)(=O)c3ccccc3)cc2C(=O)N([C@H](C)CO)C[C@H]1C	3	0.3	-3	2	-3	2	0.7	5
O=C(COc1ccc(NC(=O)c2ccccc2[N+](=O)[O-])cc1)c1ccc(F)cc1	6	0.0	6	-6	7	-2	2.4	10
COc1ccc(Cc2nnc(NC(=O)Nc3ccccc3OC)s2)cc1	2	0.3	0	-4	19	-14	2.4	161
CCCNC(=O)N1CC2(C1)CN(C(=O)NC1CCCC1)[C@H](CO)c1[nH]c3cc(OC)ccc3c12	3	0.1	/	-9	/	/	1.4	-7
C=CCC1(CC=C)CCCN1C(=O)c1cc(COc2ccc(C)nc2)on1	-39	0.2	8	-2	-21	-3	-1.7	-44
O=C(Cc1ccc(Br)cc1)NNC(=O)c1cccs1	-8	0.2	2	6	-25	-9	1.1	0
C=C(C)C1CC=C(C)/C(=N/NC(=O)c2ccccc2[N+](=O)[O-])C1 (configuration not stated)	0	0.0	-5	5	12	-14	-3.0	-2
Cn1c2c(c(=O)n(C)c1=O)CN(Cc1ccccc1)CN2	-12	-0.2	-1	2	2	/	2.0	13
Cc1cccc(-c2ccc([C@H]3[C@H]4CN(C(=O)c5ccccc5)CC(=O)N4[C@H]3CO)cc2)c1	-6	0.8	3	4	33	/	0.5	-15
COc1ccccc1CNC(=O)C[C@@H]1C[C@H]2c3cc(NC(=O)C4CCOCC4)ccc3O[C@H]2[C@@H](CO)O1	2	0.0	1	4	-2	0	1.2	6
COc1ccc(-n2nc(C(=O)NCC(=O)Nc3cc(OC)c(OC)c(OC)c3)c3ccccc3c2=O)cc1Cl	8	0.1	0	4	81*	-9	-0.6	-4
COc1ccc(C(=O)Nc2ccc3c(c2)C(=O)N(C)C[C@@H](OC)[C@@H](C)CN[C@H](C)CO3)cc1	1	0.2	-2	1	-7	-9	0.1	9
Cc1ccc(NC(=O)c2ccccc2OCC(=O)c2ccc(F)cc2)cc1	/	-0.1	/	/	4	-3	/	13
C[C@@H]1CCCCO[C@H](CN(C)S(=O)(=O)c2ccc(Cl)cc2)[C@@H](C)CN([C@@H](C)CO)C(=O)c2cc(NC(=O)CCCN(C)C)ccc2O1	0	0.3	-8	3	4	3	0.6	6
Cc1ccccc1NC(=S)N(CCc1c(C)[nH]c2ccc(F)cc12)Cc1cccnc1	8	0.2	5	1	-10	-1	0.6	-9
COc1ccc(-c2[nH]nc3nc(N4CCN(C(=O)c5ccoc5)CC4)cc(C(F)(F)F)c23)cc1	55*	-0.1	0	-9	34	/	-1.8	-2
Cn1c(=O)c2c(nc(CN3CCN(c4ccc(F)cc4)CC3)n2CCN2CCOCC2)n(C)c1=O	-4	-0.2	0	-3	14	-4	-1.4	9
O=C(CC1C(=O)NCCN1CCCc1ccccc1)NCCc1ccccc1Cl (configuration not stated)	/	0.0	3	6	-4	4	-1.3	-8
Cc1noc(C)c1S(=O)(=O)Nc1ccc2c(c1)C(=O)N([C@@H](C)CO)C[C@H](C)[C@H](CN(C)S(=O)(=O)c1cn(C)cn1)OCCCC[C@@H](C)O2	-21	0.1	7	-7	-5	-8	-2.3	-7
CCOc1ccc(CC(=O)NNC(=S)Nc2ccc(OC)c(OC)c2)cc1	11	0.0	18	-4	-14	-25	4.4	18
N#Cc1ccc(-c2ccc([C@@H]3[C@@H]4CN(S(=O)(=O)c5ccc(-c6ccccc6)cc5)C[C@H]3N4)cc2)cc1	7	-0.1	3	2	75*	/	-8.7	6

Just DENV2 CPE rescue, Xi reactivation and ERp5 inh, for some of the entries so far:
mol | DENV2 CPE rescue | Xi reactivation | ERp5 inh
C[C@@H]1CCCCO[C@H](CN(C)C(=O)Nc2cccc3ccccc23)[C@@H](C)CN([C@H](C)CO)C(=O)c2cc(NC(=O)CCC(F)(F)F)ccc2O1 | 8 | 0.0 | /
CCCC(=O)Nc1ccc2c(c1)OC[C@@H](C)N(C(=O)CC1CC1)C[C@@H](C)[C@@H](OC)CN(C)C2=O | 7 | 0.1 | 2
COc1cccc(C#Cc2ccc([C@@H]3[C@@H](C#N)N(C(=O)C4CC4)[C@H]3CO)cc2)c1 | 26* | 0.0 | 1

Next part.
SMILES	EWS-Fli block	Xi reactivation	ERp5 inh	DENV2 CPE rescue	PAX8 inh HTS	ARNT TACC3 PPI	CFTR F508del cor	GSIS activator
COc1ccc(CCNC(=O)c2ccc(CNS(=O)(=O)c3ccccc3)cc2)cc1OC	/	0.3	/	/	5	7	/	-3
Cc1ccc(-c2ccc3c(c2)O[C@@H](CN(C)C(=O)C2CC2)[C@H](C)CN([C@H](C)CO)S3(=O)=O)cc1	3	0.0	-1	15	/	-2	1.8	-22
COc1ccc(NC(=O)Nc2cccc3c2O[C@H](CN(C)C(=O)Nc2c(C)noc2C)[C@H](C)CN([C@@H](C)CO)C3=O)cc1	-2	0.1	-3	?	-14	2	0.3	8
C[C@@H]1CN([C@@H](C)CO)C(=O)c2cc(NC(=O)c3ccncc3)ccc2O[C@@H](C)CCCCO[C@@H]1CN(C)Cc1ccc2c(c1)OCO2	-1	0.2	/	?	-23	2	3.5	-8
CCOC(=O)C(Cc1ccccc1)NC(=O)CNC(=O)CNC(=O)OCc1ccccc1 (configuration not stated)	/	0.3	/	/	-16	-7	/	-21
Cc1cc(NC(=O)CSc2nnnn2-c2ccc(C)c(C)c2)no1	-5	0.1	1	-8	14	/	-1.9	4

Screening data from PubChem BioAssay.
